Compound activity from PubChem.
PP5 inh: PP5 (human) phosphatase inhibition; P53041; purified PP5c, OMFP substrate fluorescence; inhibition, % at 6.7 µM; hit rate 0.18% among 320,000; AID 1987;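 active = inhibition above the campaign's mean inhibition across all tested compounds plus 3 SD, cut at about 9.5% in these data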;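 also: 0% = DMSO only and 100% = 100 µM cantharidin control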
TPT1 inh: blocks Candida albicans tRNA 2'-phosphotransferase; AID 1962; inhibition, % at 5 µM; recombinant caTPT1, FP RNA substrate dephosphorylation; hit rate 0.81% among 300,000;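 active = inhibition above the mean of all tested compounds plus 3 SD, set per screening campaign, cut at about 24% in these data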;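 also: plate controls were DMSO alone for no effect and ferristatin control at 100 nM for full effect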
HCV core dimer: HCV core protein dimerization inhibition; hit rate 0.33% among 300,000; AID 1899; TR-FRET GST/Flag-core106 dimerization, 1536-well; inhibition, % at 5 µM;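 active = inhibition above the mean of all tested compounds plus 3 SD, set per screening campaign, cut at about 45% in these data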
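System – GST-tagged and Flag-tagged HCV core protein residues 1-106 · Repeats – one well for each compound · Technique – TR-FRET 671 and 617 nm emission · Doses – one concentration, 5 µM, in 0.5% DMSO · Times – 4 h, 22.5 °C incubation · Also added – Eu donor and XL665 acceptor anti-tag antibodies · Measure – percent inhibition of core106 dimerization signal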
LYPLA2 inh: LYPLA2 (human) inhibition in PME1 counter-screen | inhibition, % at 5.9 µM | hit rate 0.38% among 320,000 | O95372 | recombinant LYPLA2, FP-Rh probe fluorescence polarization;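 active = inhibition above the screen-wide mean plus 3 SD, limit set per campaign, cut at about 26% in these data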;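 also: 0% = LYPLA2 with DMSO and 100% = wells lacking LYPLA2 enzyme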
Efflux pump mplx: inhibitors of Candida antifungal efflux pumps expressed in yeast. S. cerevisiae Candida pump triplex, Nile Red efflux. inhibition, % at 10 µM. hit rate 0.44% among 330,000. AID 485275;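 active = plate passing quality check with inhibition over a set limit, or well fluorescence over plate mean plus 4 SD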;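 also: Nile Red retained in pooled yeast measured as flow cytometry median fluorescence; 0% = buffer negative control and 100% = Enniatin B positive control; higher means more Nile Red kept so more efflux inhibition; some compounds called inactive have numbers as strong as hits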
GASC-1 inh: blocks human GASC-1 demethylase activity; Q9H3R0; GST-JMJD2C(1-420) H3K9me3 demethylation, DELFIA europium; inhibition, % at 2.35 µM; hit rate 0.069% among 330,000; AID 2099;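 active = more than half of a compound's replicate wells show inhibition beyond 50%, single wells judged on their own value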;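 also: signal counts dimethyl H3K9 product captured on neutravidin plate; 0% = median of DMSO wells and 100% = 0.3 times that DMSO median; strong numbers were not always called active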
PP1 counter: PP1-alpha (human) inhibition in PP5 counter-screen | P62136 | purified PP1alpha, OMFP fluorescence | inhibition, % at 6.7 µM | hit rate 0.9% among 320,000 | AID 2235;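 active = inhibition above the mean inhibition of all tested compounds plus 3 SD, computed separately for each screening campaign, cut at about 15% in these data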
Target sequence (P62136 whole entry, looked up): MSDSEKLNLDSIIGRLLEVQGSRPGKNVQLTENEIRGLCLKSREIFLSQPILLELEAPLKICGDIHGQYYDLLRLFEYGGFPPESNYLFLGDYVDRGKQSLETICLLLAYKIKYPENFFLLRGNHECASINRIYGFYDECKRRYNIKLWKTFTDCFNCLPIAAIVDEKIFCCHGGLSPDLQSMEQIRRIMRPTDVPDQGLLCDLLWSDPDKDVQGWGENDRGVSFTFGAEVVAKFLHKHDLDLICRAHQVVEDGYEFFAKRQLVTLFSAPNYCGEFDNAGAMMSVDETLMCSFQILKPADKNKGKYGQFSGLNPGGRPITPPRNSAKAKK
PREPL inhibitor: inhibits the human prolyl oligopeptidase-like enzyme; inhibition, % at 5.96 µM; recombinant PREPL, fluorescence polarization activity-based probe; hit rate 0.68% among 320,000; AID 2751; Q4J6C6; in the data active = inhibition above about 43%;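 also: 0% = enzyme with DMSO and 100% = wells lacking enzyme; many of its hits are not listed in these tables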
Target sequence (Q4J6C6 whole entry, looked up): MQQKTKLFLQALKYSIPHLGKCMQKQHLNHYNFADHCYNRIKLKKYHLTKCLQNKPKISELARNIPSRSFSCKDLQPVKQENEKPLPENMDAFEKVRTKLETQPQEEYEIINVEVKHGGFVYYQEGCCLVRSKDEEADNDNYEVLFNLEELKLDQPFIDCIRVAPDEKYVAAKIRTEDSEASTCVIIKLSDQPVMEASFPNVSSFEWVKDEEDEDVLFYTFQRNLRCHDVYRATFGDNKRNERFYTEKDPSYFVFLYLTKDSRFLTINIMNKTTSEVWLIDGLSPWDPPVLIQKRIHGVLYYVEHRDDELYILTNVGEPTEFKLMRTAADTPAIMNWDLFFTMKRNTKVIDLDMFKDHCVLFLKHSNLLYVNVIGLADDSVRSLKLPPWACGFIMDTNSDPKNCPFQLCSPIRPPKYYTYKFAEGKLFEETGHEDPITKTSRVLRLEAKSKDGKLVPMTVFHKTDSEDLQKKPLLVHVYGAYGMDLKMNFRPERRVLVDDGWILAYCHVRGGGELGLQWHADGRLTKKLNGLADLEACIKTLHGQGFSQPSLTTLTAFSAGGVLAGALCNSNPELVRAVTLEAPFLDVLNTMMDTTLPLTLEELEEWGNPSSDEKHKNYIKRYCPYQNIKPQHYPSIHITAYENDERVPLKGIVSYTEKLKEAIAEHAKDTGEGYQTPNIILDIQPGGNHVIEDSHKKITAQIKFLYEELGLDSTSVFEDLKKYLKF
Fh CTSL1 inh: counter-screen for PFM18AAP inhibitors: inhibitors of F. hepatica cathepsin L1; recombinant F. hepatica cathepsin L1, Z-Leu-Arg-MCA fluorescence; inhibition, % at 5.96 µM; hit rate 0.49% among 300,000; AID 1906;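 active = inhibition above the mean of all tested compounds plus 3 SD, set per screening campaign, cut at about 17% in these data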;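 also: 0% = plate median of test compound wells and 100% = 1 µM Z-Phe-Ala-diazomethylketone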
* marks the source's active call; other numbers are inactive results.

For CCc1ccc2c(c1)cc(CN(C(=S)Nc1ccccc1C)C1CC1)c1nnnn12 the results were PP5 inh 0.0, TPT1 inh 0, HCV core dimer -23, LYPLA2 inh 3, Efflux pump mplx -0.2, GASC-1 inh 0, PP1 counter -1, PREPL inhibitor 8 and Fh CTSL1 inh 3.
Screening CC1CC(C)CN(C(=O)C(C)N(C)CC(=O)Nc2ccccc2Cl)C1 (configuration not stated) returned PP5 inh 0.0, TPT1 inh 1, HCV core dimer -1, LYPLA2 inh -3, Efflux pump mplx 0.2, GASC-1 inh -11, PP1 counter 6, PREPL inhibitor -2 and Fh CTSL1 inh 0.
O=C(CN1C(=O)c2cccc3cccc1c23)Nc1ccccc1 was read as PP5 inh -0.6, TPT1 inh 0, HCV core dimer -9, LYPLA2 inh 0, Efflux pump mplx 0.0, GASC-1 inh 0, PP1 counter -3, PREPL inhibitor 11 and Fh CTSL1 inh 3.
Screening CCC(C)NS(=O)(=O)c1ccc(NS(C)(=O)=O)cc1 (configuration not stated) returned PP5 inh 2.7, TPT1 inh -4, HCV core dimer -4, LYPLA2 inh -2, Efflux pump mplx 0.0, GASC-1 inh -2, PP1 counter -5, PREPL inhibitor 6 and Fh CTSL1 inh 4.
Screening Cc1ccc(S(=O)(=O)N(Cc2cccc(F)c2)C(=O)N2CCN(C)CC2)cc1 returned PP5 inh -0.8, TPT1 inh 1, HCV core dimer 3, LYPLA2 inh 1, Efflux pump mplx -0.1, GASC-1 inh 3, PP1 counter -4, PREPL inhibitor 6 and Fh CTSL1 inh 6.
For Cc1c(NC(C)c2ccccc2O)c(=O)n(-c2ccccc2)n1C (configuration not stated) the results were PP5 inh 2.6, TPT1 inh 0, HCV core dimer 4, LYPLA2 inh -4, Efflux pump mplx 8.2*, GASC-1 inh 6, PP1 counter 2, PREPL inhibitor 15 and Fh CTSL1 inh -1.
`CCOC(=O)C(C)N1C(=O)S/C(=C/c2cc(C)n(-c3ccccn3)c2C)C1=O` (configuration not stated) gave PP5 inh 2.8, TPT1 inh 2, HCV core dimer 0, LYPLA2 inh 5, Efflux pump mplx -0.1, GASC-1 inh 16, PP1 counter 0, PREPL inhibitor 10 and Fh CTSL1 inh 7.
For CCn1c(C)cs/c1=N\C(=S)Nc1ccccc1C the results were PP5 inh 5.3, TPT1 inh 0, HCV core dimer 3, LYPLA2 inh 6, Efflux pump mplx -0.1, GASC-1 inh -12, PP1 counter 3, PREPL inhibitor -9 and Fh CTSL1 inh 2.
For CCOc1ccc(/C=C/C(=O)N(CC)CC(=O)Nc2ccc3c(c2)OCCO3)cc1OCC the results were PP5 inh 1.3, TPT1 inh -3, HCV core dimer -2, LYPLA2 inh -3, Efflux pump mplx 0.1, GASC-1 inh -3, PP1 counter -3, PREPL inhibitor 13 and Fh CTSL1 inh 4.
COc1cc(NC(=O)Nc2ccccc2)c(OC)cc1NC(=O)CN1CCCCC1 was read as PP5 inh 6.9, TPT1 inh -1, HCV core dimer 2, LYPLA2 inh 9, Efflux pump mplx -0.1, GASC-1 inh -28, PP1 counter 5, PREPL inhibitor 24 and Fh CTSL1 inh 5.
For CC(C(=O)N1CCc2ccccc2C1)N1C(=O)c2ccccc2C1=O (configuration not stated) the results were PP5 inh -0.4, TPT1 inh -4, HCV core dimer 1, LYPLA2 inh 2, Efflux pump mplx -0.1, GASC-1 inh 0, PP1 counter -1, PREPL inhibitor -21 and Fh CTSL1 inh -4.
Cc1cccc(C(=O)Nc2cccc(C(=O)N/N=C/c3ccccn3)c2)c1 was read as PP5 inh -2.0, TPT1 inh 2, HCV core dimer -1, LYPLA2 inh -7, Efflux pump mplx 0.3, GASC-1 inh -4, PP1 counter 4, PREPL inhibitor 1 and Fh CTSL1 inh 1.
For Cc1c(Cl)c([N+](=O)[O-])nn1CCCC(=O)NC1CCCCC1 the results were PP5 inh -0.6, TPT1 inh 1, HCV core dimer -3, LYPLA2 inh -3, Efflux pump mplx -0.1, GASC-1 inh 8, PP1 counter -6, PREPL inhibitor 0 and Fh CTSL1 inh -2.
COc1ccc(C(=O)NC(=S)NCCO)cc1Br was read as PP5 inh 3.4, TPT1 inh -3, HCV core dimer -5, LYPLA2 inh 3, Efflux pump mplx 0.1, GASC-1 inh 4, PP1 counter -2, PREPL inhibitor 3 and Fh CTSL1 inh -2.
Screening CSc1n[nH]c(NC(C)=O)n1 returned PP5 inh -0.1, TPT1 inh 3, HCV core dimer 4, LYPLA2 inh -14, Efflux pump mplx 0.1, GASC-1 inh 0, PP1 counter -11, PREPL inhibitor 15 and Fh CTSL1 inh -1.
`O=C(Nc1nnc(SCc2ccccc2)s1)C1=COCCO1` gave PP5 inh 0.5, TPT1 inh 2, HCV core dimer 3, LYPLA2 inh -9, Efflux pump mplx 0.1, GASC-1 inh 9, PP1 counter 1, PREPL inhibitor 4 and Fh CTSL1 inh 4.
For CCCCc1cc(=O)oc2cc(OCc3nn[nH]n3)ccc12 the results were PP5 inh -0.2, TPT1 inh -1, HCV core dimer 0, LYPLA2 inh -1, Efflux pump mplx -0.1, GASC-1 inh 0, PP1 counter 2, PREPL inhibitor -5 and Fh CTSL1 inh 3.
Screening COCc1nnc(NC(=O)C2CC(=O)N(CCc3ccc(F)cc3)C2)s1 (configuration not stated) returned PP5 inh 0.3, TPT1 inh 4, HCV core dimer -7, LYPLA2 inh -3, Efflux pump mplx 0.1, GASC-1 inh -13, PP1 counter 0, PREPL inhibitor 11 and Fh CTSL1 inh 2.
`Cc1ccc(NC(=O)c2cc3ccccc3oc2=O)cc1S(=O)(=O)N(C)C` gave PP5 inh -1.0, TPT1 inh 2, HCV core dimer 5, LYPLA2 inh -2, Efflux pump mplx 0.1, GASC-1 inh -39, PP1 counter -1, PREPL inhibitor 7 and Fh CTSL1 inh -2.
Screening COc1cccc(C(=O)Nc2nc3ccccc3s2)c1 returned PP5 inh 4.0, TPT1 inh 0, HCV core dimer -3, LYPLA2 inh -8, Efflux pump mplx 0.3, GASC-1 inh -6, PP1 counter -1, PREPL inhibitor -14 and Fh CTSL1 inh 3.
CCN(c1ccc(NC(=O)c2ccc(N3CCCC3=O)cc2)cc1)C(C)C was read as PP5 inh 0.5, TPT1 inh 1, HCV core dimer -6, LYPLA2 inh 0, Efflux pump mplx 0.0, GASC-1 inh -8, PP1 counter -2, PREPL inhibitor 11 and Fh CTSL1 inh -3.
For C/C(=N\NC(=O)c1ccccn1)c1ccc(Cl)cc1 the results were PP5 inh 1.1, TPT1 inh 1, HCV core dimer -12, LYPLA2 inh 3, Efflux pump mplx 0.0, GASC-1 inh -13, PP1 counter -1, PREPL inhibitor 8 and Fh CTSL1 inh 0.
Screening Nc1nc(SCC(=O)c2c(N)n(Cc3ccccc3)c(=O)[nH]c2=O)n[nH]1 returned PP5 inh 2.2, TPT1 inh -2, HCV core dimer -1, LYPLA2 inh 3, Efflux pump mplx 0.2, PP1 counter -2, PREPL inhibitor -14 and Fh CTSL1 inh -3.
COC(=O)c1c(C(=O)OC)c(-c2ccccc2)n2c1CCC2 was read as PP5 inh 0.6, TPT1 inh 0, HCV core dimer 0, LYPLA2 inh -2, Efflux pump mplx 0.0, GASC-1 inh -6, PP1 counter 5, PREPL inhibitor 1 and Fh CTSL1 inh -2.

Quoted at random: three records from the list
`Cc1ccc(NC(=O)c2cc3ccccc3oc2=O)cc1S(=O)(=O)N(C)C` gave PP5 inh -1.0, TPT1 inh 2, HCV core dimer 5, LYPLA2 inh -2, Efflux pump mplx 0.1, GASC-1 inh -39, PP1 counter -1, PREPL inhibitor 7 and Fh CTSL1 inh -2.
COC(=O)c1c(C(=O)OC)c(-c2ccccc2)n2c1CCC2 was read as PP5 inh 0.6, TPT1 inh 0, HCV core dimer 0, LYPLA2 inh -2, Efflux pump mplx 0.0, GASC-1 inh -6, PP1 counter 5, PREPL inhibitor 1 and Fh CTSL1 inh -2.
Screening CSc1n[nH]c(NC(C)=O)n1 returned PP5 inh -0.1, TPT1 inh 3, HCV core dimer 4, LYPLA2 inh -14, Efflux pump mplx 0.1, GASC-1 inh 0, PP1 counter -11, PREPL inhibitor 15 and Fh CTSL1 inh -1.

Other records.
For COc1ccc(/C=N/NC(=O)c2c(Br)cnn2C)c2ccccc12 the results were PP5 inh 6.0, TPT1 inh 0, HCV core dimer -9, LYPLA2 inh 1, Efflux pump mplx -0.1, GASC-1 inh 12, PP1 counter 1, PREPL inhibitor -7 and Fh CTSL1 inh 3.
For CCOc1cc(Br)c(CN2C(=O)NC3(CCCCCC3)C2=O)cc1OCC the results were PP5 inh 3.7, TPT1 inh 0, HCV core dimer -11, LYPLA2 inh 3, Efflux pump mplx 0.7, GASC-1 inh -8, PP1 counter -5, PREPL inhibitor 12 and Fh CTSL1 inh 1.
For Cc1cc(C(F)(F)F)nn1-c1nc(-c2ccco2)cc(C(F)(F)F)n1 the results were PP5 inh 4.5, TPT1 inh -2, HCV core dimer 1, LYPLA2 inh 9, Efflux pump mplx 0.0, GASC-1 inh 2, PP1 counter -4, PREPL inhibitor 21 and Fh CTSL1 inh 2.
For CC(NC(=O)Cn1cccc1C(=O)c1ccccc1)c1ccc2c(c1)OCCO2 (configuration not stated) the results were PP5 inh -0.3, TPT1 inh -1, HCV core dimer -4, LYPLA2 inh -3, Efflux pump mplx 0.1, GASC-1 inh -5, PP1 counter -4, PREPL inhibitor 11 and Fh CTSL1 inh 5.
CCc1c(C)nc(SCC(=O)N2C(C)CCCC2C)[nH]c1=O (configuration not stated) was read as PP5 inh -0.7, TPT1 inh -2, HCV core dimer 1, LYPLA2 inh -13, Efflux pump mplx 0.2, GASC-1 inh -6, PP1 counter -2, PREPL inhibitor 5 and Fh CTSL1 inh 0.
`O=C1CN2NC(=S)N(c3ccc(Cl)cc3)C2=CN1c1ccc(Cl)cc1` gave PP5 inh -1.1, TPT1 inh 3, HCV core dimer 3, LYPLA2 inh 3, Efflux pump mplx -0.3, GASC-1 inh 3, PP1 counter -5, PREPL inhibitor 9 and Fh CTSL1 inh 1.
Screening CCN1CCN(Cc2ccc(NC(=O)c3ccc(C)c(NC(=O)c4c[nH]c5cc(C(F)(F)F)ccc5c4=O)c3)cc2C(F)(F)F)CC1 returned PP5 inh 1.6, TPT1 inh -3, HCV core dimer 4, LYPLA2 inh -46, GASC-1 inh 9, PP1 counter 5, PREPL inhibitor -16 and Fh CTSL1 inh -2.
CCOC(=O)C1=C(CC)Nc2ccccc2N=C1NC(=O)c1cccc(S(=O)(=O)N2CCOCC2)c1 was read as PP5 inh -0.6, LYPLA2 inh 4, Efflux pump mplx -0.3, GASC-1 inh -2, PP1 counter -3 and PREPL inhibitor -4.
For Cc1ccccc1OC1CCN(C(=O)C2CCC(=O)N(C3CCCC3)C2)CC1 (configuration not stated) the results were PP5 inh 0.1, TPT1 inh -2, HCV core dimer -17, LYPLA2 inh 9, Efflux pump mplx 0.0, GASC-1 inh -15, PP1 counter 1, PREPL inhibitor 27 and Fh CTSL1 inh 1.
For CCc1cccc2c1Sc1ccccc1CC2N1CCNCC1 (configuration not stated) the results were PP5 inh 0.6, TPT1 inh 0, HCV core dimer -17, LYPLA2 inh 2, Efflux pump mplx 0.0, GASC-1 inh -12, PP1 counter 11, PREPL inhibitor -39 and Fh CTSL1 inh -1.

A portion of the library; rates above refer to the full screens.
